hIAP act: human IAP activation; P09923; purified human IAP, CDP-Star luminescence, 30 min; hits give high values; 1 = vehicle-only enzyme, 0 = enzyme-free background; activation factor at 10 µM; 330,000 compounds, 0.16% hits; AID 2524;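 active = activation factor of the enzyme at least 2-fold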; note: the source names both 10 and 20 µM as test concentration; values of inactives mirror those of a sister screen read the other way
SENP6 inh: SENP6 protease inhibition. Q9GZR1. Recombinant SENP6 catalytic domain, aminoluciferin luminescence. inhibition, % at 10 µM. 330,000 compounds, 1.8% hits. AID 2599;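 active = inhibition above about 50% at the single tested dose, limit read from the data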;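 note: plate controls were DMSO wells with enzyme for no effect and DMSO wells lacking enzyme for full effect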
Target sequence (Q9GZR1 628-1112 limits assumed): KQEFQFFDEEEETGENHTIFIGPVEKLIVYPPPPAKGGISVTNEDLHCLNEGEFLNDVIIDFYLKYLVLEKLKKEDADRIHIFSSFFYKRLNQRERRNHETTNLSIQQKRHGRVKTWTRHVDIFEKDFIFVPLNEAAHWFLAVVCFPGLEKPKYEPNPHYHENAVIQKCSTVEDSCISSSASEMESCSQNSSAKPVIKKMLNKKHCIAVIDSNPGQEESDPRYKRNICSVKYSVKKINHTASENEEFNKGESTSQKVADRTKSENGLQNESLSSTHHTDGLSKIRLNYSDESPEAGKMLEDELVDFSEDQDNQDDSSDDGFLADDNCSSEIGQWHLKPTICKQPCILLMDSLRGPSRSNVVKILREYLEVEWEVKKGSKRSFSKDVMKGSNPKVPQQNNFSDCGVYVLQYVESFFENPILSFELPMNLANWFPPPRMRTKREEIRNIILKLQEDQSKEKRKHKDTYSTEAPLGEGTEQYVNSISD
SENP8 block: SENP8 (human) protease inhibition. 360,000 compounds, 0.64% hits. recombinant SENP8, Nedd8 substrate fluorescence. AID 602440. Q96LD8. inhibition, % at 20 µM; in the data active = inhibition mostly above about 40%, no sharp cut-off; inactive = mostly below about 27%
Target sequence (Q96LD8 whole entry, looked up): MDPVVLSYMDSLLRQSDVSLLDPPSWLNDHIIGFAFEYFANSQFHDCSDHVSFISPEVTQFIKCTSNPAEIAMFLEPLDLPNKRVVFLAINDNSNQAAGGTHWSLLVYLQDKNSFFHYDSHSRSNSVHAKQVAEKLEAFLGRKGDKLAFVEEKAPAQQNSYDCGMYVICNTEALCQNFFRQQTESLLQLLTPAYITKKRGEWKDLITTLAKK
PfGluPho inh: PfG6PD (Plasmodium falciparum) enzyme inhibition | PfGluPho enzyme, NADPH resazurin-diaphorase fluorescence | 350,000 compounds, 0.78% hits | inhibition, % at 20 µM;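 active = inhibition reaching at least a set limit at 20 µM in the primary screen, cut at about 59% in these data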;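 note: 0% = DMSO wells with substrate and 100% = DMSO wells lacking glucose-6-phosphate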
SENP1 inh: inhibitors of human SENP1 SUMO protease catalytic domain | recombinant SENP1 catalytic domain, CyPet-SUMO1-YPet FRET cleavage | Q9P0U3 | inhibition, % at 10 µM | 360,000 compounds, 0.21% hits;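 active = inhibition at least 30% at 10 µM, raw YFP signal under a set limit, fluorescence ratio 0.5 to 1.5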;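 note: 0% = enzyme with DMSO and 100% = no enzyme wells; some results filed as inactive read as strong as hits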
Target sequence (Q9P0U3 419-644 limits assumed): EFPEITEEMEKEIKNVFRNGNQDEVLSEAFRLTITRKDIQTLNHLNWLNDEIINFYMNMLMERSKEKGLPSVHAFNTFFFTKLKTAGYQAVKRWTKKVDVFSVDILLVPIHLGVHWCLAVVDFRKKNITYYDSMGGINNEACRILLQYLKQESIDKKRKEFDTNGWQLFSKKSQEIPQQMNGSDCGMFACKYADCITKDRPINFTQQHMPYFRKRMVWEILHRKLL
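Assay system: hSENP1 catalytic domain, recombinant. Amount: SENP1 enzyme, 20 pM final. Schedule: 50 min reaction, RT, dark. Technique: FRET, CFP and YFP emission. Control set: no-enzyme wells low, DMSO-plus-enzyme wells high control.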
ATG4B inh: blocks human ATG4B protease cleavage of LC3 substrate; inhibition, % at 8.33 µM; Q9Y4P1; 340,000 compounds, 0.51% hits; ATG4B cleavage of LC3-PLA2, NBD-HPC fluorescence, 1 h; in the data active = inhibition above about 40%
GRIN3A LBD mod: NR3A (human) ligand-binding domain modulation; NR3A LBD differential scanning fluorimetry, Tm shift; 0% = protein alone, 100% = glycine-bound protein; Tm shift relative to glycine control, % at 25 µM; 340,000 compounds, 2.5% hits;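 active = melting temperature shift of at least 10% of the positive control shift, at one fixed dose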
MPTP inh: blocks calcium-induced mitochondrial swelling | isolated mouse mitochondria, Ca2+ swelling absorbance, 30 min | 360,000 compounds, 1.4% hits | AID 602449 | inhibition, % at 10 µM;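 active = inhibition of 50% or more, scaled per plate between neutral and stimulator controls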;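 note: 0% = DMSO wells given calcium and 100% = 1 mM EGTA wells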
* marks the source's active call; other numbers are inactive results; i = inactive; nt = no result given; & = joins results of further samples.

SMILES	hIAP act	SENP6 inh	SENP8 block	PfGluPho inh	SENP1 inh	ATG4B inh	GRIN3A LBD mod	MPTP inh
CCN1C[C@]2(COC)CC[C@H](O)[C@]34C1[C@](O)([C@@H](OC)[C@H]23)[C@@]1(O)C[C@H](OC)[C@H]2C[C@@H]4[C@@H]1[C@H]2OC	1.2	-10	-4	3	-3	1	1	2.1
CCOC(=O)C1=C(C)OC(N)=C(C(=O)OCC)[C@@]12C(=O)N(CC(N)=O)c1ccccc12	0.83	0	18	-14	0	-11	2	0.0
Cc1cccc(C(=O)Nc2ccc3c(c2)CC2(C(=O)N(C)C(=O)N(C)C2=O)C2CCCN32)c1 (configuration not stated)	1	-2	-59	25	-25	-7	-71	1.1
CC(C)CCOC(=O)c1c(N)n(CC2CCCO2)c2nc3ccccc3nc12 (configuration not stated)	0.98	7	i	21	-93	4	-2	2.9
CCN(CC)C(=O)c1ccc(NC(=O)c2cc(-n3cnnc3)ccc2Cl)cc1	0.92	-5	11	-6	0	-4	-6	2.5
CCCCCCn1c(=O)c(C(=O)Nc2ncccc2C)c(O)c2ccccc21	1.1	-16	-31	-22	1	-3	-4	12
CC(C)CN1CCN(Cc2cccc3c2OCO3)CC1CCO (configuration not stated)	0.91	3	4	-1	0	-11	2	0.2
NC(N)=N/N=C/c1ccc(N(c2ccccc2)c2ccccc2)cc1	1.1	-41	-317	4	-89	53*	22*	1.0
O=C1NC(=O)N(CCc2ccc(F)cc2)C(=O)/C1=C/c1ccco1	0.9	-11	-5	26	-11	-5	-1	5.4
COc1ccc(-n2c(=S)[nH]c3ccc(C)cc3c2=O)cc1	nt	nt	-4	-3	1	nt	nt	-0.5
CC(c1ccc(F)cc1)n1cc(C(=O)NCc2ccc3c(c2)OCO3)nn1 (configuration not stated)	1.1	-17	-16	0	-1	-14	-1	1.1
CC[C@H]1CC2CN3CCc4c([nH]c5cc(OC)ccc45)[C@](C(=O)OC)(C2)[C@H]13	1.1	-10	-1	-5	-9	-1	0	-0.9
Clc1ccc2sc(C3CCNCC3)nc2c1	1	-30	23	11	-2	-3	-1	0.9
CCOc1ccc(CN(CCCl)CCCl)cc1C(=O)OC	1	1	12	-9	-1	-5	0	-1.5
CCOC(=O)C1=C(N)Oc2cc(C)oc(=O)c2C12C(=O)N1c3c(cccc32)C(C)=CC1(C)C (configuration not stated)	1.1	4	14	10	0	-8	-2	1.0
CCN(CC)C(=O)c1ccc(NC(=O)c2ccc(N3CCCC3=O)cc2)cc1	0.93	-1	6	-5	1	-3	0	1.0
CCCC(C)C1(CC)C(=O)NC(=Nc2ccc(OC)cc2)NC1=O (configuration not stated)	0.99	-6	10	-19	2	-3	0	1.6
COC(=O)C1=C(c2ccc(-c3ccccc3)c(F)c2)C[C@@H]2CC[C@H]1N2C(=O)NC(C)C	0.95	-28	16	5	6	0	-1	2.1
O=C([O-])c1ccc(-[n+]2c(-c3ccccc3)cc(-c3ccccc3)cc2-c2ccccc2)cc1	0.93	16	-42	-5	-2	0	-1	18
CC(C)COc1ccc(C2(C#N)CC[N+](C)(C)CC2)cc1	1	-22	6	-11	1	-2	0	-12

Next section, overlapping the part above by 7 compounds.
SMILES	hIAP act	SENP6 inh	SENP8 block	PfGluPho inh	SENP1 inh	ATG4B inh	GRIN3A LBD mod	MPTP inh
CCOc1ccc(CN(CCCl)CCCl)cc1C(=O)OC	1	1	12	-9	-1	-5	0	-1.5
CCOC(=O)C1=C(N)Oc2cc(C)oc(=O)c2C12C(=O)N1c3c(cccc32)C(C)=CC1(C)C (configuration not stated)	1.1	4	14	10	0	-8	-2	1.0
CCN(CC)C(=O)c1ccc(NC(=O)c2ccc(N3CCCC3=O)cc2)cc1	0.93	-1	6	-5	1	-3	0	1.0
CCCC(C)C1(CC)C(=O)NC(=Nc2ccc(OC)cc2)NC1=O (configuration not stated)	0.99	-6	10	-19	2	-3	0	1.6
COC(=O)C1=C(c2ccc(-c3ccccc3)c(F)c2)C[C@@H]2CC[C@H]1N2C(=O)NC(C)C	0.95	-28	16	5	6	0	-1	2.1
O=C([O-])c1ccc(-[n+]2c(-c3ccccc3)cc(-c3ccccc3)cc2-c2ccccc2)cc1	0.93	16	-42	-5	-2	0	-1	18
CC(C)COc1ccc(C2(C#N)CC[N+](C)(C)CC2)cc1	1	-22	6	-11	1	-2	0	-12
COc1ccccc1OCC(=O)N1CCN(Cc2ccc3c(c2)OCO3)CC1	1.2	17	10	-1	-1	-6	-1	-1.3
CN(C)CC1CCCCC1OC(=O)c1ccc(Cl)c(Cl)c1 (configuration not stated)	0.94	4	16	-24	0	4	0	-3.0
Cc1cc(OC(=O)N(C)C)nc(-c2ccc(C)c(Cl)c2)n1	0.91	-7	7	1	1	5	1	2.3
CCCCOP(=O)(OCCCC)/C(C#N)=C(/C)O	1.1	-6	29	-17	1	-1	3	1.9
Oc1cc(Cl)c(Cl)c(Cl)c1	nt	nt	-6	18	-3	6	-6	95*
N#CCCn1cc(C=C2C(=O)NC(=O)NC2=O)c(-c2ccccc2)n1	1.1	-16	16	26	2	-7	0	0.8
CC(=O)O[C@@H]1/C=C/[C@](C)(O)C[C@@H](C)C/C=C/[C@H]2[C@@H]3O[C@]3(C)[C@@H](C)[C@H]3[C@H](Cc4ccccc4)NC(=O)[C@@]312	0.97	-4	5	-9	0	-19	-2	0.5
Cn1c(O)c(C(c2ccccn2)c2c(O)n(C)c(=S)[nH]c2=O)c(=O)[nH]c1=S	1	14	5	-20	-5	0	2	0.3
COC(=O)C1=C(c2cccc(C#N)c2)C[C@@H]2CC[C@H]1N2C(=O)N1CCOCC1	1.1	-1	19	-11	0	1	-2	-0.7
C=CCN1C(=O)NC(=O)C(CCc2ccncc2)(CCc2ccncc2)C1=O	1.2	7	3	-12	-2	-4	0	-1.9
O=C(Nc1ccc(F)c([N+](=O)[O-])c1)N1C[C@H]2C[C@@H](C1)c1cccc(=O)n1C2	1	11	14	-1	1	-1	1	-1.8
CCN(CC)CCO	0.83	-13	-3	-25	1	0	0	-0.9
C=C(C)[C@@H]1[C@H]2OC(=O)[C@H]1[C@]1(O)C[C@H]3O[C@]34C(=O)O[C@H]2[C@]14C	nt	nt	4	-1	1	-6	-1	-1.1
O=C1NC(=O)C(=Cc2ccccc2Oc2ccc(F)cc2)C(=O)N1	nt	nt	12	-7	-3	27	-3	0.0
CCC(=NCCC(c1ccccc1)c1ccccc1)c1c(O)n(C)c(=O)n(C)c1=O	0.95	-10	14	21	1	-8	-1	1.2
Cc1ccc(CNCCc2ccccc2F)cc1	0.97	2	27	-26	2	16	0	-0.7
C=CCN1C(=O)c2ccccc2Sc2ccc(C(=O)N3CCC4(CC3)OCCO4)cc21	1	-7	20	8	1	-4	-15	-1.6
O=C(c1ccc(F)cc1)N1CCC2(CC1)OCCO2	1.2	-11	11	-3	0	-3	-1	-0.9
CCC1(OC(=O)c2ccccc2)CC(C)N(C)CC1C (configuration not stated)	0.97	-16	12	-5	0	-6	-1	0.7
Cc1ccc(C)c(NC(=S)NCCc2cnc[nH]2)c1	1.1	5	10	-3	1	-2	-1	-0.3
CCOC(=O)[C@]12Cc3cc(C)ccc3[C@H]1N(Cc1ccccc1)C(=O)c1ccccc12	nt	nt	9	23	1	10	12*	-0.7
CCN1CCN(Cc2cc(OC)c3c(c2)OCO3)CC1	1.1	8	13	-14	-1	3	-1	0.9
CN1CCN(c2cc(N3CCCC3)c([N+](=O)[O-])cc2F)CC1	0.91	-13	45*	17	2	-2	2	2.1
CN(C)C(=O)Oc1cccc2c(OC(=O)N(C)C)cccc12	1.2	10	12	7	-1	-14	1	-1.6
Cc1ccccc1CN1CCCN(Cc2ccc(Cl)cc2)S1(=O)=O	1.1	-12	16	0	1	10	0	-2.0
COC(=O)C1=C(c2cccc(OCc3ccccc3)c2)C[C@@H]2CC[C@H]1N2C(=O)NCCOc1ccccc1Cl	1.1	-2	18	10	3	-2	0	-0.3
COc1ccc2c(c1)CC1(CN2C)C(=O)NC(=O)N(c2ccc(C)cc2)C1=O (configuration not stated)	1.2	2	9	19	-31	-6	2	0.4
OC(CNC1CCCCC1)C(F)(F)F (configuration not stated)	0.84	9	8	-1	3	4	-1	0.3
CC/C(=N\Nc1ccccc1)c1c(O)[nH]c(=O)[nH]c1=O	0.93	-25	2	5	1	-1	0	-0.7
Nc1c(C(=O)NCC2CCCO2)c2nc3ccccc3nc2n1Cc1ccco1 (configuration not stated)	1.1	5	-468	36	-39	-10	-6	2.1
O=C(CN1CCN(c2ccccc2F)CC1)Nc1cccnc1Cl	1.1	-11	-2	0	1	5	-1	0.4
CC(N=Cc1c(O)[nH]c(=O)[nH]c1=O)c1ccccc1 (configuration not stated)	1.1	-1	18	-4	0	2	-2	1.4
O=P(Oc1ccccc1)(Oc1ccccc1)C(Nc1ccccc1)c1ccccc1 (configuration not stated)	1.2	-4	9	10	3	-4	-11	0.7
CC(C)N(CCC(C(N)=O)(c1ccccc1)c1ccccn1)C(C)C (configuration not stated)	0.65&1	0&4	8&13	-10&6	-3&1	2&2	-1&3	-1.4&2.2
O=c1[nH]sc2cc(F)ccc12	nt	nt	6	63*	1	-5	5	2.8
Cc1ccc(/C=C2/C(=O)NC(=O)N(C)C2=O)cc1	1.1	5	5	7	2	-8	2	1.8
Brc1cc2c(cc1CN1CCN(c3ccccc3)CC1)OCCO2	0.87	-31	9	7	0	2	-1	0.0
O=C(O)C(Br)CBr (configuration not stated)	0.89	-23	6	12	1	-1	2	-1.4
C/C(CC(c1ccccc1)c1c(O)c2ccccc2oc1=O)=N\NC(N)=S (configuration not stated)	1	9	-152	-12	4	0	1	0.1
O=c1[nH]c(=S)n(Cc2ccc(F)cc2)c(O)c1/C=N/N1CCCCCC1	0.94	2	5	-16	-31	20	-21	1.7

Single entries from the entries so far.
For GRIN3A LBD mod, O=C(CN1CCN(c2ccccc2F)CC1)Nc1cccnc1Cl reads -1
For SENP6 inh, CC(N=Cc1c(O)[nH]c(=O)[nH]c1=O)c1ccccc1 (configuration not stated) reads -1
For ATG4B inh, OC(CNC1CCCCC1)C(F)(F)F (configuration not stated) reads 4

Next section.
SMILES	hIAP act	SENP6 inh	SENP8 block	PfGluPho inh	SENP1 inh	ATG4B inh	GRIN3A LBD mod	MPTP inh
C=CCCC1(CC)C(=O)NC(=S)NC1=O	nt	nt	11	14	0	13	-1	-0.8
Cc1ccc(Oc2cc(NN3CCCCC3)c([N+](=O)[O-])cc2[N+](=O)[O-])c([N+](=O)[O-])c1	0.89	4	17	-6	1	4	-2	0.4
CCCC[N+]1(C)C2CC(OC(=O)C(CO)c3ccccc3)CC1C1OC12 (configuration not stated)	0.9	-6	-4	6	3	-4	0	-2.3
COc1ccc(CN2CCCCC2c2cccnc2)cc1C (configuration not stated)	0.91	-9	17	-8	1	-5	1	-0.5
Cc1cc(=O)oc2c(C)c(OCC(=O)N3C[C@H]4C[C@@H](C3)c3cccc(=O)n3C4)ccc12	0.97	-6	-3	-18	-3	-11	0	0.3
N#Cc1ccc(NC(=O)CN2C(=O)NC3(CCCCCCC3)C2=O)cc1Cl	1	-2	2	12	-1	-6	0	-0.8
CCCCNC(=O)Nc1ccc(C(O)(C(=O)OC)C(F)(F)F)cc1 (configuration not stated)	1.1	-8	12	-1	3	6	-1	-1.2
COc1cc(CNCCc2c[nH]c3ccccc23)cc(OC)c1	1	0	11	10	1	0	-2	0.2
Cc1ccc2c(c1)=NC(=O)/C(=C/c1c(O)[nH]c(=O)[nH]c1=O)C=2	0.94	7	-69	35	-16	-6	-4	4.5
C[C@]12CCC3C(CC[C@H]4C[C@H](O)[C@H](O)C[C@]34C)C1CC[C@@H]2O (some centres not stated)	nt	nt	7	-8	2	1	1	-3.9

Assay outcomes from PubChem.

A portion of the library, so the mix of outcomes need not match the whole.
